# Bioassay records from PubChem.
# OXTR agonist: human OXTR agonists, primary screen, fluorescence, CHO-OTR cells, Fluo-8 calcium; AID 2435, 2010; Fluo-8 calcium fluorescence; normalized: DMSO 0%, oxytocin 100%; actives 0.32% (n = 320,000); activation, % at 3 µM;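 active = activation above the mean of all tested compounds plus 3 SD, cutoff set per screening run, cut at about 20% in these data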;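 also: peak over basal fluorescence ratio from a 100 s FLIPR kinetic read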
# FID counter: compounds displacing fluorescent DNA intercalator, primary screen, artefact control for HCV NS3 helicase inhibitor project, biochemical, FID fluorescence; DNA fluorescent intercalator displacement; inhibition, % at 7.9 µM; actives 0.17% (n = 290,000); in the data active = inhibition above about 37%;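 also: 0% = vehicle and 100% = reference compound; higher means more ethidium bromide displaced from hairpin DNA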
# MEKK3 PB1 HTS: modulators of MEKK3-MEK5 PB1 binding, primary screen, biochemical, wildtype MEKK3, multiplex bead flow cytometry, Alexa488-MEK5; Mitogen-activated protein kinase kinase kinase 3 (Homo sapiens), Q99759; bead-based flow cytometry, Alexa488-MEK5 binding to MEKK3; actives lie on both sides; 0 = blocked by unlabeled MEK5, 100 = vehicle; binding response (% of control), % at 10 µM; actives 1.4% (n = 290,000);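 active = binding response more than 3 SD above or below the average of its plate-row segment, actives on both sides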;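 also: Alexa488 bead fluorescence after subtracting the streptavidin-only scavenger bead signal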
# Target sequence (Q99759 whole entry, looked up): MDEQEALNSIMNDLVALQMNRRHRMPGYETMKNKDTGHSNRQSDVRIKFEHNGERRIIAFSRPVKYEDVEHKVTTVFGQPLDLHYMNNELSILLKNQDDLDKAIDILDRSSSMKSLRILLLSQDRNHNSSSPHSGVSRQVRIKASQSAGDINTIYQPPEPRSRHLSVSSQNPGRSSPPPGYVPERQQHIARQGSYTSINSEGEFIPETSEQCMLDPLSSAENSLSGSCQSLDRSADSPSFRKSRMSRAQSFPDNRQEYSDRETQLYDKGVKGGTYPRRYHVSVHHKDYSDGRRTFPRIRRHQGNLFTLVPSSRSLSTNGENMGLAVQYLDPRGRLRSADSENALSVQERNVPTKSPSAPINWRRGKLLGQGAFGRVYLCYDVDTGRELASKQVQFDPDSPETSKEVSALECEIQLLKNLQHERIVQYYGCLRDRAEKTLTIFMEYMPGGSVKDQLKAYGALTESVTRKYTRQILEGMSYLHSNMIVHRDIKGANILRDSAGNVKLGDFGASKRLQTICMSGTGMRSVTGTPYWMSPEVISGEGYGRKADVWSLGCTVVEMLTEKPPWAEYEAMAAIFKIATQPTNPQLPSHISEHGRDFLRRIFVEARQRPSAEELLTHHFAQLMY
# NALP1 inh: NALP1 inflammasome inhibitors in reconstituted yeast, colorimetric, S. cerevisiae, triplicate retest; actives 0.61% (n = 280,000); AID 2071, 2009; inhibition, % at 10 µM; S. cerevisiae NALP1/ASC/caspase-1 growth, X-gal OD620, 72 h; in the data active = inhibition mostly above about 24%, no sharp cut-off; inactive = mostly below about 32%; also: some compounds called inactive have numbers as strong as hits
# MEKK2 mut-MEK5: MEK5 binding signal on mutant MEKK2 PB1, primary screen, biochemical, multiplex bead flow cytometry, Alexa488-MEK5; actives 0.35% (n = 290,000); percent response, % at 10 µM; Alexa488-MEK5 binding to MEKK2 mutant; in the data active = percent response above about 24%, passing the limit was not always enough; also: inactives centre near 1; some results filed as inactive read as strong as hits; reference of the scale not given here
# MEKK2 WT-MEK5: modulators of MEK5 binding to wildtype MEKK2, primary screen, biochemical, multiplex bead flow cytometry, Alexa488-MEK5; Alexa488-MEK5 binding to MEKK2 WT; actives lie on both sides; actives 1.1% (n = 290,000); binding response (% of control), % at 10 µM; in the data active = binding response below about 67% or above about 130%
# PfM18AAP inh: PfM18AAP inhibitors, malaria aminopeptidase, primary screen, biochemical, QFRET, recombinant enzyme. H-Glu-NHMec fluorogenic cleavage. AID 1822, 2009. M18 aspartyl aminopeptidase (Plasmodium falciparum 3D7). inhibition, % at 7.35 µM. actives 1.2% (n = 290,000);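 active = inhibition above the campaign mean inhibition over all tested compounds plus 3 SD, cut at about 28% in these data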;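 also: 0% = plate median of test compound wells and 100% = 2 mM ZnCl2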
# GPR7 antagonist: GPR7 receptor antagonists, primary screen, cell-based, fluorescence, single concentration; GPR7-expressing cells, fluorescence antagonist assay; inhibition, % at 4.4 µM; actives 1.1% (n = 290,000); Neuropeptides B/W receptor type 1 (Homo sapiens), P48145; in the data active = inhibition above about 16%, passing the limit was not always enough;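 also: cells stimulated with the agonist NPW; 0% = agonist with vehicle and 100% = vehicle without agonist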
# PHOSPHO1 inh: PubChem AID 1565; recombinant PHOSPHO1, absorbance phosphatase assay; inhibition, % at 13.3 µM; actives 1.1% (n = 290,000); in the data active = inhibition above about 60%
# Target sequence (Q8TCT1 whole entry, looked up): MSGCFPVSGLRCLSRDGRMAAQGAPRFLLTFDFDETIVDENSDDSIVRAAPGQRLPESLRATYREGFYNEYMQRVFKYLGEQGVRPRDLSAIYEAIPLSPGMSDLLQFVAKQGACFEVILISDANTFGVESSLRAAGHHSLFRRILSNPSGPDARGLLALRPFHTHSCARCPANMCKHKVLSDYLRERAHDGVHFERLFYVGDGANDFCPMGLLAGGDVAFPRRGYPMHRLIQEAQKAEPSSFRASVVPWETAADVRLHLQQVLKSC
# * hit, by the source's call; / = not tested or not shown; [ ] = remark or other dose.
SMILES,OXTR agonist,FID counter,MEKK3 PB1 HTS,NALP1 inh,MEKK2 mut-MEK5,MEKK2 WT-MEK5,PfM18AAP inh,GPR7 antagonist,PHOSPHO1 inh
COc1ccc(Br)cc1S(=O)(=O)n1nc(C)cc1C,-1.4,-4,104,10,17,103,-12,-12,8
Cc1cc(NS(=O)(=O)c2ccc(Br)s2)no1,0.1,2,100,/,2,100,-14,-4,/
CN(C)CCN(CC1CCCN(Cc2ccccc2F)C1)C(=O)c1ccc(F)cc1 (stereo unspecified),-0.9,6,101,6,2,103,0,-10,14
Cc1cc(Cl)ccc1OCC(=O)NNC(=O)c1cnccn1,-0.1,-3,102,8,1,102,8,-11,-5
Cc1[nH]c(=O)c(C#N)c2c1CCCC2,-0.4,-1,99,33,-5,95,5,7,-10
Cc1cc(C(=O)c2ccccc2)c(NC(=O)CCl)s1,-3.4,-17,94,24,2,104,19,17,-28
Fc1ccccc1Cc1noc(CN2CCN(C/C=C/c3ccccc3)CC2)n1,0.7,8,101,12,5,113,1,-15,18
COc1ccc(Cn2nnc3c(=O)[nH]c(C4CCN(C(=O)c5ccccc5Cl)CC4)nc32)cc1,0.9,-1,95,23,-5,95,-4,-3,58
CNS(=O)(=O)c1cn(CC(=O)NCc2ccc(OC)cc2)cc1S(=O)(=O)NC,0.3,-2,104,24,4,110,-9,-6,52
COc1cc2[nH]c(=S)nc(NCc3ccccc3)c2cc1OC,-0.2,-2,104,2,2,102,5,-10,-140
CCSc1nnc(NC(=O)Nc2cccc(C)c2)s1,6.7,-7,98,2,-14,94,-9,-7,27
COc1cc(/C=C2\SC(N)=NC2=O)cc(Br)c1O,5.3,-8,101,-6,5,103,6,-13,14
COc1cccc(CNc2nc3ccccc3n2CCN2CCCCC2)c1OC,-0.2,10,110,17,4,110,3,11,-12
CC(C)CCC(C)NC(=O)Cc1ccc(S(=O)(=O)N2CCOCC2)s1 (stereo unspecified),-0.7,-20,101,8,4,107,-1,-13,29
COc1ccc(NC(=O)NC23CC4(C)CC(C)(CC(C)(C4)C2)C3)cc1OC,-2.3,6,98,27,-8,92,-5,-3,-9
CCOC(=O)CNc1nc(Cl)nc(Nc2ccc(Cl)cc2)n1,0.0,-4,98,/,-14,95,-11,5,-26
NNC(=O)C1CC1c1ccccc1 (stereo unspecified),-0.1,-6,99,15,7,98,14,-8,-4
CC(C)(C)C(=O)C(Cc1ccccc1)n1cncn1 (stereo unspecified),2.3,-3,102,10,3,102,6,8,8
CCCCC1=CC2=CC(=O)C(C)(OC(=O)CCC(=O)OC)C(=O)C2=CO1 (stereo unspecified),-0.8,/,101,/,0,94,/,/,/
CCc1ccc2c(c1)cc(CN(C(=S)Nc1ccccc1Cl)C1CC1)c1nnnn12,-0.8,-1,96,32,-4,95,0,-7,26
COc1ccc(OC)c(C2C3=C(N=c4s/c(=C\c5cccc(O)c5)c(=O)n42)c2ccccc2CC3)c1 (stereo unspecified),0.2,-12,95,33,-1,86,6,3,-1
O=C(Nc1ccc(S(=O)(=O)NC2=NCCCCC2)cc1)c1ccc(=O)[nH]c1,-0.1,-9,94,5,-11,87,4,-29,28
COC(=O)c1cccc(N2CCCC2=O)c1,0.5,-1,93,/,-10,97,-8,-1,-10
COc1ccc(CNc2nc3nc(C)cc(C)n3n2)cc1OC,5.1,-8,90,/,-4,94,-10,-17,30
COc1ccc(OCC(=O)O/N=C(\N)Cc2ccc(Cl)cc2Cl)cc1,-1.7,-2,98,-6,1,96,4,-5,10
Cc1ccn2cc(C(=O)Nc3ccccc3N3CCOCC3)nc2c1,0.5,-18,100,14,3,101,-12,-4,13
CSc1nnc(-c2nnc(SC)n2-c2ccccc2)n1-c1ccccc1,0.1,-19,22*[inhibitor],/,-33,35*[inhibitor],-7,-17,0
CC(=O)Nc1cc(S(=O)(=O)C(F)(F)F)ccc1Cl,-0.1,3,88,-6,-3,91,-7,-11,11
C=C(C)Cn1c(N2CCC(Cc3ccccc3)CC2)nc2c1c(=O)[nH]c(=O)n2C,-2.5,-21,83,-42,-6,82,-6,-4,-26
C1=C(c2ccco2)N2CCN=C2S1,0.1,0,104,-8,3,106,8,-19,29
CCOc1ccc(S(=O)(=O)N(CC(=O)NCc2ccncc2)c2ccc(C)cc2)cc1,-2.2,-30,105,-4,8,108,-3,-7,-32
N/C(=N\OC(=O)COc1ccc2ccccc2c1)c1cccnc1,7.7,-23,97,23,10,120,-10,-4,-68
Cc1ccc2c(c1)C(c1ccccc1)N(C(=O)c1c(F)cccc1Cl)CC(=O)N2 (stereo unspecified),-2.1,-36,100,-11,-2,96,2,15,/
COc1cc(C)nn1-c1ccc(Cl)cc1,-1.9,2,93,10,-12,89,4,-15,0
Cc1ccccc1Nc1c([N+](=O)[O-])ccc2nonc12,-2.1,0,97,1,2,103,4,-18,33
CC(C)(C)C(=O)Nc1cccc(-c2ncon2)c1,0.9,0,99,11,7,100,-1,-6,8
COC(=O)c1sccc1NC(=O)c1ccc(OC)c(OC)c1,-1.4,-5,106,-3,9,116,-12,-13,4
Nc1nc2ccccc2cc1-c1cccs1,2.5,1,103,32,0,102,2,19,33
Cc1ccc(CN2CCN(/N=C/c3ccc(Cl)c([N+](=O)[O-])c3)CC2)cc1,-1.4,3,101,10,6,111,2,-19,16
O=C(COc1ccc2c(C(F)(F)F)cc(=O)oc2c1)Nc1ccc(N2CCOCC2)cc1,0.6,-2,105,20,15,105,4,1,-3
CC(=O)Nc1ccc(NC(=O)C(C)OC(=O)CCC2CCCCC2)cc1 (stereo unspecified),6.0,-28,101,-4,0,98,-18,-8,22
N=c1c(S(=O)(=O)c2ccccc2)cc2c(=O)n3ccccc3nc2n1C1CCCC1,-1.8,-1,99,15,-9,88,3,-7,14
O=C(CN(Cc1cccs1)C(=O)CN1C(=O)COc2ccccc21)NCc1ccco1,0.1,-5,90,-6,-1,92,3,-6,-46
CCc1[nH]c(C(=O)O)c(C)c1C(=O)OC,0.9,2,96,16,0,103,0,-15,42
O=C(Nc1nc(-c2ccc(Cl)cc2)cs1)c1cccnc1,-1.0,-7,97,5,1,100,-5,-12,10
COCCN(Cc1cc2cc3c(cc2n2nnnc12)OCO3)C(=O)c1ccccc1F,0.0,-3,101,33,0,101,-7,-10,-7
CCCn1c2ccccc2c2cn[nH]c(=O)c21,-0.2,-9,105,-2,4,108,-1,-9,14
CC(C)c1ccc(C2NC(=S)NC3=C2C(=O)CCC3)cc1 (stereo unspecified),0.5,-9,103,21,0,104,-2,0,-2
O=C(CSc1ccccc1)Nc1ccccc1C(=O)N1CCCC1,0.6,-3,99,10,2,100,0,-8,27
CCC(Sc1ncccn1)C(=O)Nc1cc(C)on1 (stereo unspecified),-1.4,-3,108,5,1,104,0,-6,3

# (next part)
SMILES,OXTR agonist,FID counter,MEKK3 PB1 HTS,NALP1 inh,MEKK2 mut-MEK5,MEKK2 WT-MEK5,PfM18AAP inh,GPR7 antagonist,PHOSPHO1 inh
CCCCC(=O)Nc1ncc([N+](=O)[O-])s1,1.9,5,100,-9,0,99,23,-7,48
COC(=O)CCn1nnc(-c2ccc(C)cc2)n1,-1.0,2,99,32,-2,101,3,-8,-3
Cc1cccc(Oc2nc(CN3CCOCC3)nc3sc4c(c23)CCCC4)c1,-2.0,-16,104,50,-2,101,6,16,-18
CN(C(=O)c1coc(=O)c2ccccc12)c1ccc(Br)cc1,-1.1,-13,100,5,-5,100,-2,13,-26
CN1Cc2cc(C(=O)c3cc(Cl)cc(CSc4ncccn4)c3O)cnc2NC1=O,-0.2,-4,102,-14,-1,94,5,9,31
c1ccc2c3c([nH]c2c1)C1(CCCCC1)NCC3,3.6,0,113,2,4,106,7,11*,36
Nn1cnnc1N/N=C/c1cc([N+](=O)[O-])c(Cl)cc1Cl,0.6,0,/,16,/,/,30*,-9,15
O=C(Cn1nc2ccccc2n1)N/N=C/c1cc(Cl)cc([N+](=O)[O-])c1O,/,-9,100,-23,-4,100,4,-2,32
Cc1ccc(C(=O)OCC(=O)c2c[nH]c3ccccc23)cc1,0.6,3,107,33,-1,103,6,8,2
Cc1ccc(S(=O)(=O)NNC(=O)c2ccncc2)cc1,1.4,-1,99,18,-3,101,11,18,-24

# Another view of 3 compounds above.
> Cc1ccc(C(=O)OCC(=O)c2c[nH]c3ccccc23)cc1
- OXTR agonist: 0.6
- FID counter: 3
- MEKK3 PB1 HTS: 107
- NALP1 inh: 33
- MEKK2 mut-MEK5: -1
- MEKK2 WT-MEK5: 103
- PfM18AAP inh: 6
- GPR7 antagonist: 8
- PHOSPHO1 inh: 2
> COC(=O)CCn1nnc(-c2ccc(C)cc2)n1
- OXTR agonist: -1.0
- FID counter: 2
- MEKK3 PB1 HTS: 99
- NALP1 inh: 32
- MEKK2 mut-MEK5: -2
- MEKK2 WT-MEK5: 101
- PfM18AAP inh: 3
- GPR7 antagonist: -8
- PHOSPHO1 inh: -3
> Cc1cccc(Oc2nc(CN3CCOCC3)nc3sc4c(c23)CCCC4)c1
- OXTR agonist: -2.0
- FID counter: -16
- MEKK3 PB1 HTS: 104
- NALP1 inh: 50
- MEKK2 mut-MEK5: -2
- MEKK2 WT-MEK5: 101
- PfM18AAP inh: 6
- GPR7 antagonist: 16
- PHOSPHO1 inh: -18

# Continued.
SMILES,OXTR agonist,FID counter,MEKK3 PB1 HTS,NALP1 inh,MEKK2 mut-MEK5,MEKK2 WT-MEK5,PfM18AAP inh,GPR7 antagonist,PHOSPHO1 inh
Nc1ccc(Cc2ccccn2)cc1,2.0,8,99,0,-8,96,2,-3,44
COc1cccc(CNCC(O)COc2ccc(C(=O)c3ccccc3)cc2)c1 (stereo unspecified),9.4,15,104,18,8,118,7,4,0
COc1nc2c(c(-c3cc(Br)cs3)c1C#N)Cc1ccccc1-2,0.4,0,133*,15,25,127,-7,-11,21
Cc1cccc(NC(=O)CSCC(=O)NCc2ccco2)c1,-0.1,-7,105,8,10,107,8,16,/
COCCCNC(=O)c1cc(Sc2nnc(C)s2)nc2ccccc12,-1.0,-13,91,13,-5,89,-2,-2,20
COc1ccc(CC(=O)Nc2nc(-c3ccc(F)c(F)c3)cs2)cc1,0.1,-13,100,6,-3,98,-2,4,24
CSCC[C@H](N)C(=O)N1CCC(C(=O)N[C@H](C)C(=O)NC(C)c2ccccc2)CC1 (stereo partly specified),0.7,-1,102,23,2,99,-3,2,23
O=C(O)/C=C/C(=O)NNc1ccc([N+](=O)[O-])cc1,-0.5,4,102,22,1,96,12,-1,10
Cc1ccccc1NC(=S)N(CCN(C)C)C(C)c1ccccn1 (stereo unspecified),-0.2,-5,108,-18,7,109,-1,-2,20
c1ccc(-n2nnnc2Sc2n[nH]c(-c3ccncc3)n2)cc1,0.3,-6,103,-4,1,98,3,-15,-37
CC(=O)Nc1ccc(S(=O)(=O)NCc2nc(-c3ccccc3C)no2)cc1,-0.2,-5,102,9,6,105,-1,3,23
CC(=O)C(C)Oc1ncn(-c2ccccc2)n1 (stereo unspecified),-0.4,-3,104,3,-2,101,5,8,-46
CC(=O)Cc1nsc(NC(=O)c2ccc(-c3ccc(Cl)cc3Cl)o2)n1,-0.9,-12,105,32,3,102,-12,0,-9
Cc1cc(NC(=O)c2ccc(C)c([N+](=O)[O-])c2)no1,0.1,1,85,-4,-11,81,-19,5,-13
COc1ccc(CNC(=S)Nc2ccc(-c3ccccc3)cc2)cc1,2.5,-10,110,10,10,111,-2,-9,-8
Cc1ccc(CNc2ccccc2C(=O)O)s1,0.6,-7,102,10,13,108,-8,-1,30
